Mtb RmlCD inh: M. tuberculosis RmlC/RmlD coupled enzyme inhibitors, primary screen, biochemical, compound mixtures, 384-well, from 1536-well plates | dTDP-4-dehydrorhamnose reductase (Mycobacterium tuberculosis (strain ATCC 25618 / H37Rv)) … | RmlC+RmlD coupled enzyme assay, percent inhibition; primary screen in compound mixtures | inhibition, % at 3.6 µM | hit rate 0.03% among 160,000; in the data active means inhibition mostly above about 34%, no sharp cut-off; further: some results filed as inactive read as strong as hits
Target sequence (P9WH09 whole entry, looked up): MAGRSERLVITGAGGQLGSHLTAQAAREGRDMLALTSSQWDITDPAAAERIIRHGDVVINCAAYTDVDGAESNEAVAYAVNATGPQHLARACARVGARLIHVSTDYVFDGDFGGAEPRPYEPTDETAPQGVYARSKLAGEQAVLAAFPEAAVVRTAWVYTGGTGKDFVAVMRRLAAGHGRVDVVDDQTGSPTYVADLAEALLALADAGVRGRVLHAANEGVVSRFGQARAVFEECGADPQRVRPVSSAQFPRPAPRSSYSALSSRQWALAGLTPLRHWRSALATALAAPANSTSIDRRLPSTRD
Target sequence (P9WH11 whole entry, looked up): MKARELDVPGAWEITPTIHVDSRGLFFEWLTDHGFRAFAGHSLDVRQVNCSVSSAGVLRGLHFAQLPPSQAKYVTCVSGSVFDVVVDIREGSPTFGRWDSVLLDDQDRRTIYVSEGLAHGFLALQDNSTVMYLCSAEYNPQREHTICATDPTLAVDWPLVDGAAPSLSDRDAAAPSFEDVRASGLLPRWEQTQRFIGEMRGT
M. tuberculosis GlmU: inhibition of mycobacterial GlmU enzyme – biochemical, glucosamine-1-phosphate acetyltransferase (AID 1376); one-dose inhibition, %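 (tested at 30 µM in the primary screen)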; IC50 in µM for titrated hits; M. tuberculosis GlmU acetyltransferase enzyme assay; higher % means a stronger effect; hit rate 0.25% among 220,000; in the data active means inhibition above about 13%;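 further: 0% = complete reaction with vehicle and 100% = reaction without substrate; strong numbers were not always called active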
Active calls of the source: *; nt = not tested or not shown; & = joins results of further samples. Some of the compounds tested; count on the stated rates, not on these rows.

SMILES	Mtb RmlCD inh	M. tuberculosis GlmU
O=C(Cc1ccccc1)NCc1ccc2c(c1)OCO2	5	3.1%
CC1Cc2nc(SCC(N)=O)n(C)c(=O)c2S1 (stereo not drawn)	-4	4.2%
CC1CCN(c2[nH]c(=S)c(C#N)c3c2CCCC3)CC1	nt	-2.6%
Cc1cc(C(=O)N/N=C/c2cccnc2)c(C)o1	-12	0.7%
Cc1cccc(CN2CCN(c3nc4nonc4nc3NC3CC3)CC2)c1	0	-0.7%
COc1cc(/C=C/c2ccc3cccc(OC)c3n2)c(OC(C)=O)c([N+](=O)[O-])c1	nt	0.0%
Cc1nc(Nc2cccc(C(C)O)c2)c2nnn(Cc3ccc(F)cc3)c2n1 (stereo not drawn)	1	4.4%
COc1ccc(CN(C)CC(=O)Nc2cccc(S(N)(=O)=O)c2)c(OC)c1OC	-13	0.8%
CCOC(=O)C(CCCCOc1ccc([N+](=O)[O-])cc1)C(=O)OCC	nt	-1.6%
C=CCn1c(Oc2ccccc2)nc2c1c(=O)n(C)c(=O)n2C	-10	0.0%
Cc1nc(-c2ccc(Cl)cc2)sc1C1(C)CC(c2ccccc2Br)=NO1 (stereo not drawn)	nt	11%
CC(C)(C)c1[nH]nc2c1C(C1C=CCCC1)C(C#N)=C(N)O2 (stereo not drawn)	-8	-0.3%
COc1ccc(C(=O)O/N=C(\C)c2cnccn2)cc1	-6	-5.8%
C(=C/c1ccnc2nc(SC/C=C/c3ccccc3)nn12)/c1ccccc1	nt	2.8%
O=C(Nc1ccon1)c1ccc(Br)o1	-4	-4.3%
Nc1ccc(N2CCN(c3ccc(Cl)c(Cl)c3)CC2)cc1	3	-1.8%
Cc1cc(C)cc(N(C(=O)c2cccs2)C2C=CS(=O)(=O)C2)c1 (stereo not drawn)	3	-5.0%
CNC(C(=O)c1ccccc1)C(OC)c1cccc([N+](=O)[O-])c1 (stereo not drawn)	nt	0.6%
C/C=C/C(=O)OCC(=O)Nc1cccc(F)c1	-9	5.2%
O=S(=O)(NCc1ccco1)c1cnc(Cl)c(Br)c1	0	-0.7%
Cc1cccc(/C=N/Nc2nncc3ccccc23)c1	-13	0.9%
O=[N+]([O-])c1cc(C(F)(F)F)ccc1NC1CCN(Cc2ccccc2)CC1	2	0.8%
Cc1c(C=C2C(=O)N(C)C(=O)N(C)C2=O)c(=O)n(-c2ccccc2)n1C	-7	-8.8%
CCCN(/C=N/c1sc2c(c1C#N)CCCCC2)CCC	-15	-2.3%
Cc1c(CNC(=O)c2cnn3c2NC(c2ccccc2)CC3C(F)(F)F)cnn1C (stereo not drawn)	nt	3.0%
CN(C)c1ccc(CNC2C3CC4CC(C3)CC2C4)cc1 (stereo not drawn)	-13	2.3%
COc1cc(NC(=S)NCCCN2CCOCC2)cc(OC)c1	-2	-0.7%
O=C(O)/C=C/C(=O)NCCNc1ncc(C(F)(F)F)cc1Cl	0	-1.6%
CN1CCc2nc3ccc(Cl)cc3c(-c3ccccc3Cl)c2C1	9	-4.9%
COC(=O)C1=CN(CC2CCCO2)C=C(C(=O)OC)C1c1ccccc1C(F)(F)F (stereo not drawn)	-3	4.4%
COc1ccc(CC(=O)Nc2ncc([N+](=O)[O-])s2)cc1OC	-5	1.1%
CCOC(=O)N1CCN(C(=O)C2CCC(CNS(=O)(=O)c3ccc(Cl)cc3)CC2)CC1 (stereo not drawn)	-6	-0.7%
CN(Cc1ccccc1)c1ccc(S(=O)(=O)N2CCOCC2)cn1	10	3.0%
O=C(/C=C\Nc1ccc2c(c1)OCO2)c1ccc(Cl)s1	94	-8.8%
Cc1nn(C)c(Oc2cccc(Cl)c2)c1C#N	53	1.5%
Cc1nc2sc(C(c3ccco3)N3CCN(c4ccc(F)cc4)CC3)c(O)n2n1 (stereo not drawn)	nt	-7.6%
COc1ccc(C(=S)N2CCN(c3ccccc3Cl)CC2)cc1OC	3	-0.8%
O=C(N/N=C1/CN2CCC1CC2)c1cccc(O)c1	nt	3.6%
O=C(NC1CCCC1)c1ccccc1-c1nc2ccccc2[nH]1	nt	1.9%
COCCCN(C(=S)NC(=O)c1ccc(Br)cc1)c1c(N)n(Cc2ccccc2)c(=O)[nH]c1=O	1	2.5%
Cn1c(CCNC(=O)c2ccccc2)nc2ccccc21	nt	-3.7%
O=C(Cc1cccs1)Nc1nc2c(ccc3ccccc32)s1	1	-3.0%
CCOc1ccc(C(=O)N(c2ccccn2)C2CCCCC2)cc1	-10	0.1%
Cc1ccc2c3c(c(SCC(=O)Nc4nonc4C)nc2c1)CCCC3	nt	-0.3%
Cc1nc(NC(=O)C(C)Oc2cccc(Cl)c2)sc1C(=O)N(C)C (stereo not drawn)	-10	2.7%
O=C(O)c1cc(S(=O)(=O)N2CCN(c3ccccn3)CC2)ccc1Cl	-12	3.4%
O=c1[nH]c(CN2CC=C(c3ccccc3)CC2)nc2scc(-c3ccccc3)c12	nt	-3.0%
COCCn1c(C)cc2c(c1=O)C(c1ccccc1F)C(C#N)=C(N)O2 (stereo not drawn)	1	0.8%
Cc1ccc2c(Cl)cc(Cl)c(OCC(=O)N3CCCC3)c2n1	-1	-6.5%
O=C(CCn1cnc2ccccc21)N/N=C/C=C/c1ccccc1	21	-0.4%
Cc1noc(-c2ccccc2)c1NC(=O)Nc1ccc(Cl)cc1	nt	11%
COC(=O)c1ccc(NC(=O)Cn2nnc3ccccc32)cc1	6	0.0%
CC1CC(NC(=O)N(C)C)N(C)C(=O)N1 (stereo not drawn)	nt	1.0%
O=C1CC(c2cccnc2)=NN1c1ccc(Cl)cc1Cl	7	7.5%
CC(C)CN1C(=O)C(=Nc2cccnc2)c2ccccc21	8	-5.5%
Cc1ccccc1-c1nc(CS(=O)(=O)CC(=O)NCCCN2C(C)CCCC2C)c(C)o1 (stereo not drawn)	7	4.1%
Nc1c(NCCN2CCOCC2)c2ccccc2oc1=O	nt	0.0%
Cc1ccc(C(=O)CNc2ccc(Cl)cc2)cc1	-11	-6.0%
O=C(/C=C/c1ccc(Cl)cc1)NC1CCS(=O)(=O)C1 (stereo not drawn)	4	0.3%
CCOC(=O)c1ccc(NC(=S)Nc2cccc(C)n2)cc1	-8	4.5%

(listing goes on)
SMILES	Mtb RmlCD inh	M. tuberculosis GlmU
O=C(NCc1ccccc1)c1ccc(Cl)cc1	4	-3.6%
O=C(NCc1cccnc1)c1cccc(S(=O)(=O)N2CCCCC2)c1	13	-0.3%
c1ccc(-c2noc(CCC3CCCC3)n2)cc1	-19	4.5%
COc1cccc(N=C(N)N=C(N)N)c1	3	-6.8%
CC1CN=C(NCc2ccc(F)cc2)S1 (stereo not drawn)	-8	7.4%
Cc1cc(C(=O)NNc2ccccc2F)no1	nt	2.3%
O=C(NN1C(=O)/C(=C\c2cccnc2)SC1=S)C(c1ccccc1)c1ccccc1	5	-1.2%
CS(=O)(=O)Nc1cccc(C(=O)CC2(O)C(=O)Nc3ccccc32)c1 (stereo not drawn)	nt	2.0%
Cc1ccccc1-n1c(=O)/c(=C\c2ccco2)s/c1=C(/C#N)C(=O)Nc1ccccc1	8	4.7%
Cn1c(=O)oc2cc(S(=O)(=O)NCc3ccco3)ccc21	-5	-4.7%
CCOC(=O)c1c(NC(=O)CSC(=S)N(C)C)sc(C)c1C	nt	0.9%
O=C(OCc1ccccc1)c1cccc(-c2nnn(Cc3ccccc3)n2)c1	9	2.6%
Cc1ccc(-c2nc(N)sc2CC(=O)OCC(=O)NCCC(C)C)cc1	47	1.1%
CNC(=O)c1cccn1-c1ccsc1C(=O)OC	0	-2.5%
CC(=O)N(C)N1c2ccccc2CCc2ccccc21	8	-8.5%
O=C(COC(=O)c1ccccc1NC(=O)c1ccccc1)c1ccc([N+](=O)[O-])cc1	-7	0.8%
CC(=O)Nc1ccc(S(=O)(=O)N(Cc2ccccc2)c2ccccc2F)cc1	4	3.5%
Cc1ccc(C(C)C)c(OCC(=O)Nc2ccc(Cl)cn2)c1	nt	-1.0%
Cn1nnnc1SCc1nc2scc(-c3ccc(Cl)cc3)c2c(=O)[nH]1	nt	4.2%
c1coc(CN=C2NC(=NCc3ccco3)c3ccccc32)c1	-5	6.9%
Cc1nc(CN(C)C(=O)c2ccccc2OC2CCN(S(C)(=O)=O)CC2)cs1	-9	-0.1%
O=C1NCCc2c1[nH]c1ccccc21	2	1.4%&-0.6%
CCOC(=O)N1CCC2(CC1)C(C#N)=C(N)Oc1n[nH]c(C)c12	nt	1.5%
CCCCOc1ccccc1-c1cc(C(=O)O)[nH]n1	nt	-1.2%
Oc1ccc(-c2cccc(-c3ccc(O)cc3)n2)cc1	5	-2.3%
CC1CCCC(C)N1C(=O)C1CC(c2ccc(F)cc2)=NO1 (stereo not drawn)	nt	1.0%
Cc1ccc(-n2nnnc2SCC(=O)Nc2ccc3c(c2)OCCO3)cc1C	nt	3.7%
Nc1cccc(C(=O)Nc2ccc3nc(-c4cccnc4)[nH]c3c2)c1	nt	5.0%
CCCc1nnc(NC(=O)NCCN2C(=O)C3C4C=CC(C4)C3C2=O)s1 (stereo not drawn)	nt	8.9%
Cc1nn(C)cc1CN(C)C(=O)c1nn2c(c1Br)NC(c1cccs1)CC2C(F)(F)F (stereo not drawn)	-10	3.8%
COc1cccc(NC=C2C(=O)OC3(CCCCC3)OC2=O)c1	nt	72%
N#Cc1nc(-c2ccco2)oc1N1CCN(C(c2ccccc2)c2ccccc2)CC1	nt	1.3%
COc1ccc(-c2c(C)n([O-])c3c([n+]2=O)CCCC3)cc1OC	3	7.3%
COc1ccc(OC)c(NC(=O)Nc2cc(C(=O)O)ccc2C)c1	nt	1.9%
CCCCC(=O)Nc1sc2c(c1-c1nc3ccccc3s1)CCN(C(C)=O)C2	-8	1.6%
COc1ccccc1C(=O)Nc1nc(N)n(-c2ccccc2)n1	-8	-2.9%
O=c1[nH]n(-c2ccc(Cl)cc2)c2ncccc12	6	1.2%
Clc1ccc(-c2csc(N3CCc4ccccc4C3)n2)cc1	71	2.4%
COc1cc(C(=O)NCCOc2cc(C)cc(C)c2)c(Br)c(OC)c1OC	-6	4.0%
COC(=O)C(C)Sc1nc(N)c(NC(=O)c2ccco2)c(=O)[nH]1 (stereo not drawn)	nt	-4.9%
CCOc1nc(NC(C)C)nc(N2CC3CC(C2)c2cccc(=O)n2C3)n1 (stereo not drawn)	8	-0.8%
C=CCSc1nc2c(c(-c3ccsc3)c1C#N)CN(C)CC2	nt	-4.0%
Cc1ccc(C(F)(F)F)cc1NC(N)=S	nt	-5.6%
FC(F)(F)c1cccc(-c2nnc3ccc(C(F)(F)F)cn23)c1	nt	3.8%
CCNC(=O)OCC(CC)NC(=O)OCC(C)C (stereo not drawn)	-9	4.3%
Cc1nc(NC(=O)/C=C/c2ccc(F)cc2)sc1C(=O)N(C)C	0	-2.4%
O=C(CCN1CCN(c2ccc(F)cc2)CC1)Nc1ccc(F)cc1	9	-0.2%
COC(=O)c1ccccc1NC(=O)c1cccc(NC(=O)CSCc2ccccc2)c1C	-7	4.3%
CCOC(=O)c1nn(-c2ccc(F)cc2)c2nc(-c3ccccc3)c(C#N)c(=O)n12	0	4.3%
COC(/C=C/Nc1ccc(Cl)cc1)=C(C#N)C#N	13	-8.7%
O=C(CSCc1cccc(Br)c1)N1CCOCC1	nt	7.4%
CCN1/C(=C2\C(=O)N(C)C(=S)N2C)C=Cc2cc(OC)ccc21	nt	-0.6%
CCOc1ccc(S(=O)(=O)NCC(=O)N(C)Cc2cccnc2)cc1	nt	3.3%
O=C(Cc1cccs1)N/N=C/C=C/c1ccco1	-9	4.3%
O=C(O)C(Cc1ccccc1)N1C(=O)/C(=C/c2cccc3ccccc23)SC1=S (stereo not drawn)	13	3.5%
Cc1ccc(NC(=O)c2ccc(OC(=O)COc3cccc(Cl)c3)cc2)cc1	1	0.1%
COc1c(O)c(O)c2oc(-c3ccccc3)cc(=O)c2c1OC	4	4.2%
COc1ccc(-n2c(O)c(C(C)=NCc3ccc4c(c3)OCO4)c(=O)[nH]c2=O)cc1	-2	-0.2%
CN(c1ccccc1)S(=O)(=O)c1ccc(C(=O)N2CCc3ccccc3C2)cc1	-9	-5.6%
O=[N+]([O-])c1cc(C=Nc2ccc3ccccc3c2)ccc1Br	-13	7.9%
O=[N+]([O-])c1ccc2c(c1)C(N1CCOCC1)/C(=C/COc1ccc3ccccc3c1Br)O2 (stereo not drawn)	-10	-1.5%
C=CCN(C(=O)c1ccccc1)c1ccc(OC)cc1	9	-1.8%

Screening results deposited in PubChem BioAssay by several laboratories.
